# Screening results as filed in PubChem BioAssay.
# Pf Dd2 growth = qHTS Primary assay for Inhibitors of Plasmodium falciparum Dd2 growth in vitro; P. falciparum Dd2 growth, SYBR Green, 72 h; Potency, µM (doses to about 28.9 µM), inactives show at the top dose activity, negative = inhibition, actives largely listed as inhibitors; hit rate 4.3% among 120,000; active = well fitted inhibition curve with a large enough effect; inconclusive = small, poorly fitted or top-dose-only effect; inactive = no such curve, though single readings can be large or run the other way;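 note: plate controls were DMSO vehicle for no effect and reference drug for full effect; nearly all actives have a fitted effect of over 65% in size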
#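 Readout: SYBR Green fluorescence, 485 nm excitation, 535 nm emission, after ~16 h lysis at 37C. Before that, Dd2-infected red cells (2.5% hematocrit) grew 72 h with compound, 29 uM top final concentration.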
# Active calls of the source: *; i = inactive; ? = inconclusive; [ ] = remark or other dose. Potency is the fitted concentration of half-maximal effect.
SMILES,Pf Dd2 growth
CCOC(=O)c1ccc(NC(=O)c2c(N3CCCC3=O)c3cc(OC)ccc3n2C)cc1,-23%
O=C(NCc1ccccc1Cl)c1ccc2c(c1)nnn2C1CCCC1,15%
CC1=C(C(=O)OC(C)C)C(c2cccs2)N2C(CC(=O)NC3CC3)=CSC2=N1 (stereo not drawn),-18%
COC(=O)[C@H](Cc1ccc(OC)cc1)NC(=O)[C@@H]1CN(C(=O)c2cccc(F)c2)CCN1C(=O)C1CCNCC1,25%
Cc1noc(C)c1CC(=O)NC1CCc2nn(C)c(=O)n2CC1 (stereo not drawn),58%[activator]
CC(C)C1c2nccn2CCCN1C(=O)c1ccc(C#N)cc1 (stereo not drawn),12%
CN(C)C[C@@H]1CN(c2ccncn2)C[C@H]1NC(=O)COc1ccccc1,12%
CC(=O)N1CC2(CCN(C(=O)CCC(=O)O)CC2)Cc2ccccc21,-1%
O=C(c1cnccn1)N1CCC(c2nc(C3CC3)no2)C1 (stereo not drawn),i
CC(=O)NC[C@H]1C[C@@H]2CCN1C[C@@H]2c1cc(-c2ccccc2)nc(C)n1,i
CC(C)C(=O)N1CCCC(c2nn(C)c(=O)n2-c2ccccc2)C1 (stereo not drawn),-1%
COc1nccnc1NC1CCN(C(=O)c2c[nH]c3ccccc23)CC1,i[5.79 µM]
O=C1COc2ccc(N3CCOCC3)nc2CN1CCOc1ccccc1,?
Cc1ccccc1CC(=O)N(C)CC1CCOCC1,-10%
CCc1ccc(CNC(=O)c2ccc(-c3nc(CSc4ccc(C)cc4)c(C)o3)cc2)cc1,?
CCOC(=O)c1cc(-c2ccc(F)cc2)n(CCC(=O)Nc2cc(OC)cc(OC)c2)c1C,?
CCN(c1ccc(Cl)cc1)S(=O)(=O)c1nnc(NC(=O)C(C)C)s1,10%
CSc1ccc(-c2cccc(CN)c2)cc1,10µM*
Cc1ccc(CNC(=O)c2cc3c(s2)CCN(C(=O)c2ccccc2)C3)cc1,?
O=C(CN1C(=O)COc2ccc(S(=O)(=O)N3CCOCC3)cc21)NCc1ccc(F)cc1,-6%

# Continued (2 carried over from the part before).
SMILES,Pf Dd2 growth
Cc1ccc(CNC(=O)c2cc3c(s2)CCN(C(=O)c2ccccc2)C3)cc1,?
O=C(CN1C(=O)COc2ccc(S(=O)(=O)N3CCOCC3)cc21)NCc1ccc(F)cc1,-6%
Cc1ccccc1C(=O)N1CCCN(C)c2ccccc21,i
CN1C[C@@H](NS(=O)(=O)c2ccccc2)C[C@H]1c1nc(Cc2ccccc2)no1,?
O=C(COc1ccccc1)N1CC(c2nnc(-c3ccncc3)o2)C2(CCOCC2)C1 (stereo not drawn),-9%
COc1ccc(NC(=O)COc2ccc(S(=O)(=O)NC3CCCCC3)cc2)cc1OC,i
Cc1ccccc1C(=O)Nc1nc(-c2nnn(-c3ccc(C(C)C)cc3)c2C)ns1,?
O=C(Cc1ccc(F)cc1)Nc1ccc2ncnc(N3CCCCC3)c2c1,-6%
COc1ccc(NC(=O)CSc2nc3ccccc3nc2N2CCC(C)CC2)cc1,?
Cc1ccc(CNC(=O)c2c(C)oc3nc(C)nc(N4CCOCC4)c23)cc1,23%
c1cncc(-c2nnc3n2CCN(CC2CCCCC2)C3)c1,i
CCCC(=O)N1CCC2(CC1)NCCc1c2[nH]c2ccccc12,?
Cc1ccc(C(=O)N2CCCN(c3cc(-c4ccc(Cl)cc4)[nH]n3)CC2)s1,?
O=C(NCc1cc2n(n1)CCNC2)c1ccc2c(c1)ncn2CCO,1%
Cc1ccc(CNC(=O)CN2C(=O)C3(SCC(=O)N3c3cc(C)cc(C)c3)c3ccccc32)cc1 (stereo not drawn),?
CCCCNS(=O)(=O)c1ccc2nc(-c3cccnc3)cc(C(=O)NCCCOC(C)C)c2c1,?
Cc1ccc(N2C(=O)CS(=O)(=O)C23C(=O)N(C)c2ccccc23)cc1F (stereo not drawn),-23%
Cc1ccc2c(c1)-c1c(cnc3cc(-c4ccc(Cl)cc4)nn13)CO2,36%[activator]
Cc1cc(=O)n(CC(=O)N2CCc3ccccc32)c(N2CCc3ccccc3C2)n1,?
COCCCNc1cc(-c2cccs2)nc2c(C)noc12,-20%[44.1 µM]
O=C(C1CC1)N1C[C@@H]2OCC(=O)N(Cc3ccncc3)[C@@H]2C1,-7%[44.1 µM]
COc1ccc(C(=O)N2CCN(C(=O)COc3ccc(Br)cc3)CC2)cc1OC,36%[activator]
Cc1cnc(-c2ccccc2)n1C1CCN(C(=O)c2ccco2)CC1,i
CCc1ccc(C(=O)c2cn(CC(=O)Nc3cc(OC)cc(OC)c3)c3ccc(CC)cc3c2=O)cc1,22%
COCc1cc(CNC(=O)c2ccc(C3CCNC3)cc2)[nH]n1 (stereo not drawn),7%
CN(C)C(=O)C1CN(C(=O)c2cccc(Cl)c2)CC12CCOCC2 (stereo not drawn),8%
COCCOc1ccc2c(n1)CCN(C(=O)CCn1nc(C)cc1C)C2,18%
Cc1ccccc1-c1[nH]nc2ncc(-c3ccccc3O)nc12,?
CCn1ccnc1CN1CCN(C2CCCCC2)C(CCO)C1 (stereo not drawn),i
N#CC1CCN(C(=O)C2CN(c3ccc(F)cc3)C(=O)N2)CC1 (stereo not drawn),14%[44.1 µM]
CN(C)c1ccc(CN2CCC3(CC(Cc4ccccc4)=NO3)C2)cc1 (stereo not drawn),-12%
CCCCSc1nnc2c(n1)OC(c1ccc(Br)s1)Nc1ccccc1-2 (stereo not drawn),15%
O=C(OCc1ccccc1)N1CCn2ncc(C(=O)N3CCOCC3)c2C1,10%
COc1cccc(-c2nc(-c3nnn4c3COC(c3ccccc3Cl)C4)no2)c1OC (stereo not drawn),i
COc1ccc(C(=O)N2C[C@@H]3C[C@H](C2)c2ccc(-c4ccc5ccccc5c4)c(=O)n2C3)cc1,9%
Cc1ccc(C)c(C(=O)Nc2cccc(-c3nnc4n3CCCC4)c2)c1,?
Cc1ccc(C2Cn3nnc(-c4nc(-c5cccc(Br)c5)no4)c3CO2)c(C)c1 (stereo not drawn),-18%
Cc1ccccc1NC(=O)c1nc(S(C)(=O)=O)ncc1N(Cc1ccco1)Cc1sccc1C,?
CCc1nc2c(c(-c3ccc(Cl)cc3)n1)CN(C(=O)c1ccccc1)CC2,i
CC1=C(C(=O)OC2CCCCCC2)C(c2c(F)cccc2Cl)CC(=O)N1 (stereo not drawn),-14%
O=C(C1CCOCC1)N1C[C@H]2OC(=O)N(CCc3cccc(Cl)c3)[C@H]2C1,3%
CC(C)CS(=O)(=O)N[C@H](C)c1onc(-c2cccnc2)c1C(=O)O,7%[44.1 µM]
CC(C)(C)OC(=O)N1CCC(c2c(C(=O)N3CCOCC3)cnn2-c2cccc(F)c2)CC1,12%
CN1[C@@H](CCC(=O)NCc2ccc(F)cc2)CNC(=O)[C@H]2NCC[C@H]21,20%[44.1 µM]
C[S+](=O)([O-])N1CC2(Cc3ccccc31)CN(C(=O)C1CCCC1)C2,-6%[44.1 µM]
CN(Cc1cccnc1)Cc1nc(C2(O)CCN(Cc3ccccc3C(F)(F)F)CC2)cs1,?
c1ccc(-c2ccnc3nc(-c4cccs4)nn23)cc1,i
COc1cncc(N2CC3(COCC(=O)N(Cc4ccccc4)C3)C2)c1,i
COc1ccc(Cl)cc1NC(=O)NCCn1c(=O)oc2ccc(C)cc21,10%
COc1ccc(CNC(=O)C2(c3ccc(NC(C)=O)cc3)CCCCC2)c(OC)c1,-2%
COCC(=O)NC[C@@H]1C=C(C)[C@H](CC(=O)N2CCN(C)CC2)C[C@H]1C(C)C,7%[44.1 µM]
CN(C)c1ccc(-c2nnc([C@H]3CCN(Cc4ccccc4F)C3)o2)cc1,-7%[44.1 µM]
Cc1c(CN2CCOc3ccc(C(=O)NCc4ccccc4F)cc3C2)cnn1C,i
COc1cc(OC)c(NC(=O)c2nn(-c3ccc(C)cc3)c(=O)c3c2c2ccccc2n3C)cc1Cl,11%
O=C1CC(c2ccccc2)N(S(=O)(=O)c2cccc3cccnc23)CCCCCCN1 (stereo not drawn),-8%
CCN(Cc1ccccc1)C(=O)c1c(C)oc2ncn(C)c(=O)c12,26%
COc1ccc(NC(=O)Cn2c(=O)n(CCCC(=O)NCc3ccccc3Cl)c(=O)c3ccccc32)c(OC)c1,?
COC(=O)Cn1c(SCCOc2ccccc2Cl)nc2ccccc21,22%
COc1ccc(Cl)cc1NC(=O)Cc1ccc(NC(=O)N2CCCCc3ccccc32)cc1,50%[activator]
COc1ccc(N2CC(C(=O)NCc3ccc4c(c3)OCO4)NC2=O)cc1 (stereo not drawn),12%
Cn1c(CCNC(=O)CC2CCOC3(CCN(S(C)(=O)=O)CC3)C2)nc2ccccc21 (stereo not drawn),-4%
O=C(NCc1ccc(Cl)cc1)C1CC(=O)N(c2n[nH]c3cccc(F)c23)C1 (stereo not drawn),-4%

# Additional structures
SMILES,Pf Dd2 growth
CC(C)C1=NOC2(CCN(Cc3ccc(Cl)cc3)CC2)C1,?
O=C(CN1C(=O)NC2(CCS(=O)(=O)CC2)C1=O)Nc1ccc(F)cc1F,1%
COCc1nc(C2CC(N)C2)cc(N2CCCN3CCC[C@H]3C2)n1 (stereo partly drawn),?
COc1cc(NC(=O)Cn2nnc(-c3ccc(C(F)(F)F)cc3)n2)c(C(=O)O)cc1OC,6%
CC[C@H]1CN(C(=O)Nc2cccc(C(F)(F)F)c2)CC[C@H]1CC(=O)N[C@@H](CO)CC(C)C,-29%
CCC1CCCCN1CCNC(=O)c1cc2c(s1)CN(C1CCCC1)C2 (stereo not drawn),6.3µM*
COCc1cc(Cn2cc(-c3cncnc3)nn2)[nH]n1,-6%
N#Cc1ccc(N2CCN(C(=O)CNC(N)=O)CC2=O)cc1,-3%
CCOc1ccccc1N(C)C(=O)C1CCCN(c2ncnc3c2nc2n3CCCCC2)C1 (stereo not drawn),-2%
O=C(Cn1ccc(=O)[nH]c1=O)N1CCN(Cc2ccccc2)CC(O)C1 (stereo not drawn),-4%
O=C(NC1CCCCC1)C1CCc2ncc(-c3ccsc3)n2C1 (stereo not drawn),?
COc1ccc(C(=O)N2CCC3(CC2)NCCc2c3[nH]c3ccccc23)cc1F,?
O=C(Nc1ccc(-c2nnc3n2CCCC3)cc1)c1ccn[nH]1,4%
COc1ccc(S(=O)(=O)N2CCCC(Cc3nncn3C)C2)cc1 (stereo not drawn),i
Cc1cccc(OCC(=O)N2CCN(c3cc(C(F)(F)F)nc(C)n3)CC2)c1,i
CC(=O)c1cccc(NC(=O)Nc2nnc(N3CCCC3)s2)c1,i
CC(O)c1cc2n(n1)CCCN(C(=O)c1ccc(-c3nnn(C)n3)cc1)C2 (stereo not drawn),-6%
Cn1cnc(S(=O)(=O)N2CCCN(C(=O)c3ccncc3)CCNC(=O)CC2c2ccccc2)c1 (stereo not drawn),-1%
COc1cccc(Nc2cc(-c3ccccc3)nc(C)n2)c1,?
CCOC(=O)c1ccc2c(c1)N(Cc1ccccc1)C(=O)c1ccccc1S2,-13%
Cc1noc(-c2cn(C3CCCN(C(=O)c4ccc5c(c4)OCO5)C3)nn2)n1 (stereo not drawn),213%[activator]
CCn1ccc(C(=O)N2CCc3nc(NC)nc(C(=O)N4CCCC4)c3C2)n1,-11%
CCOc1ccc(NC(=O)c2ccc3nc(Cc4ccccc4)oc3c2)cc1,1%
Cc1cc(Cl)ccc1OCC(=O)N1[C@@H]2CC[C@H]1CC(NC(=O)c1ccncc1)C2 (stereo partly drawn),i
Cc1ccc(-c2noc(-c3ccc(N4CCCC4)c([N+](=O)[O-])c3)n2)cc1,?
Cc1cc(S(=O)(=O)N2CCCC(Cn3c(C)nc4cccnc43)C2)ccc1Cl (stereo not drawn),-28%
CCN(CCCNC(=O)c1nn(-c2ccc(OC)cc2)c(=O)c2c1c1ccccc1n2C)c1ccccc1,?
COc1cc2c(cc1OC)C(COc1ccccc1OC)N(C(=O)CC(C)C)CC2 (stereo not drawn),?
O=C(Cn1ncn2nc(-c3cccs3)cc2c1=O)NCc1ccccc1Cl,37%[activator]
O=C(C1CC2(CCNCC2)CN1)N1CCN(c2nc3ccccc3o2)CC1 (stereo not drawn),25%
CN(C)C(=O)c1cccnc1OC1CCN(C(=O)Nc2ccc(F)cc2F)C1 (stereo not drawn),-2%
O=C(Nc1ccc(F)cc1)C1CCc2nc(N3CCN(C(=O)C4CCC4)CC3)sc2C1 (stereo not drawn),?
O=C(NCc1ccc(Cl)cc1)c1cc2c(s1)-c1ccccc1SC2,25%
CCOC(=O)c1ccc(NC(=O)CN2C(=O)NC3(CCOCC3)C2=O)cc1,-15%
Cn1cc2c3c(cccc31)CN(C(=O)c1cccs1)CC2,-21%

# Compounds from the list above with a thiophene ring, fused or not:
SMILES,Pf Dd2 growth
CC1=C(C(=O)OC(C)C)C(c2cccs2)N2C(CC(=O)NC3CC3)=CSC2=N1 (stereo not drawn),-18%
Cc1ccc(CNC(=O)c2cc3c(s2)CCN(C(=O)c2ccccc2)C3)cc1,?
Cc1ccc(C(=O)N2CCCN(c3cc(-c4ccc(Cl)cc4)[nH]n3)CC2)s1,?
COCCCNc1cc(-c2cccs2)nc2c(C)noc12,-20%[44.1 µM]
CCCCSc1nnc2c(n1)OC(c1ccc(Br)s1)Nc1ccccc1-2 (stereo not drawn),15%
Cc1ccccc1NC(=O)c1nc(S(C)(=O)=O)ncc1N(Cc1ccco1)Cc1sccc1C,?
c1ccc(-c2ccnc3nc(-c4cccs4)nn23)cc1,i
CCC1CCCCN1CCNC(=O)c1cc2c(s1)CN(C1CCCC1)C2 (stereo not drawn),6.3µM*
O=C(NC1CCCCC1)C1CCc2ncc(-c3ccsc3)n2C1 (stereo not drawn),?
O=C(Cn1ncn2nc(-c3cccs3)cc2c1=O)NCc1ccccc1Cl,37%[activator]
O=C(NCc1ccc(Cl)cc1)c1cc2c(s1)-c1ccccc1SC2,25%
Cn1cc2c3c(cccc31)CN(C(=O)c1cccs1)CC2,-21%

# This is a subset; rates above refer to the full screens.
